TRHR agonist – activates the human TRH receptor. activation, % at 2 µM. P34981. TRHR cells, calcium flux fluo-8, FDSS agonist mode. AID 493084. actives 0.18% (n = 360,000); also: 0% is about no effect
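TRHR-expressing cells, plated overnight in medium with 10% serum, were loaded with fluo-8 calcium dye at room temperature. After a 10 s baseline, library compound was pin-added and calcium release was recorded kinetically (ex 480/em 530) as agonist response.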
D1 agonist – agonists of human D1 dopamine receptor | HEK293 T-REx D1 cells, calcium flux, agonist mode | actives 1% (n = 360,000) | AID 504660 | P21728 | activation, % at 2 µM; also: 0% is about no effect
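Inducible HEK293 T-REx D1 cells, force-coupled to calcium signalling, were plated at 4000 cells/well with tetracycline and held overnight at 30 C. After no-wash calcium dye loading, compound-evoked calcium rise over 180 s flagged agonists.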
TRHR enhancer – allosteric enhancers of human TRH receptor | TRHR cells, fluo-8 calcium fluorescence, EC20 TRH enhancement | enhancement, % at 2 µM | actives 0.66% (n = 360,000) | P34981; in the data active = enhancement above about 30%; also: 0% is about no effect
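TRHR-expressing cells loaded with fluo-8 calcium dye were read kinetically (ex 480/em 530) during compound addition, then stimulated with an EC20 of TRH (10 nM final). Enhancement of the Gq-mediated intracellular calcium response was scored.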
D2 PAM – D2 dopamine receptor (human) potentiation; P14416; HEK293 T-REx D2, calcium flux, EC20 dopamine potentiation; potentiation, % at 10 µM; actives 0.34% (n = 340,000); AID 485347;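 active = potentiation over 3 SD above the plate norm, cut at about 30% in these data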; also: 0% is about no effect
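Cells plated with tetracycline inducer and held overnight at 30 C; calcium dye loaded 30–90 min at room temperature; baseline taken, compound added and read 180 s; EC20 dopamine then added and read 180 s.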
RXFP1 antag – RXFP1 (human) relaxin receptor antagonism; Q9HBX9; HEK293-RXFP1, relaxin-stimulated cAMP HTRF, 30 min; hits give low values; activity change, negative = inhibition, % at 57.5 µM; actives 0.59% (n = 350,000); AID 1259400;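 active = activity change of -60% or lower, but not beyond a set lower limit; inconclusive = change between -60% and -40%, or beyond the set limit; inactive = change above -40%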; also: % is scaled to controls: 0 for no effect and ±100 for the full control effect
Target sequence (Q9HBX9 whole entry, looked up): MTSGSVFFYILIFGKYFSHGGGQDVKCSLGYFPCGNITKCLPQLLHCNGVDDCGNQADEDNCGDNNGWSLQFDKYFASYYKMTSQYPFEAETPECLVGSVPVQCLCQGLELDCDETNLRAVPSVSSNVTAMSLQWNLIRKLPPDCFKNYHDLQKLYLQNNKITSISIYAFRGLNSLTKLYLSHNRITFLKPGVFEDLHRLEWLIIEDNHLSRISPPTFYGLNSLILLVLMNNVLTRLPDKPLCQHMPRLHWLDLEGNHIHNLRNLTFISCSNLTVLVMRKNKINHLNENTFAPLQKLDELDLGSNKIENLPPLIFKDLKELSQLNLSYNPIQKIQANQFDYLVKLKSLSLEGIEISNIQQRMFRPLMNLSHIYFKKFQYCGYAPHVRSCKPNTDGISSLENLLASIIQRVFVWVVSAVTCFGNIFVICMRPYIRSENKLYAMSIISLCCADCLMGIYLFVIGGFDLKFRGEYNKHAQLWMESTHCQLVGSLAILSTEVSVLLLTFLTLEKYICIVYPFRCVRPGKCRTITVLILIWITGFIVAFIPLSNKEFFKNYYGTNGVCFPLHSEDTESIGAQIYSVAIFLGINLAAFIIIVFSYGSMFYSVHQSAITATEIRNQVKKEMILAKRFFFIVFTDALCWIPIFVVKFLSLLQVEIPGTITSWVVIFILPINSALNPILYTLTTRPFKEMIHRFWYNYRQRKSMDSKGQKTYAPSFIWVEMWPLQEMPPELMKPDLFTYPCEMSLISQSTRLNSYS
D2 ag – activates the human D2 dopamine receptor | HEK293 T-REx D2 cells, calcium flux agonist mode | AID 485358 | P14416 | activation, % at 2 µM | actives 0.53% (n = 340,000);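 active = activation over 3 SD above normal in the single-dose calcium agonist read, cut at about 30% in these data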; also: 0% is about no effect
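Calcium-flux readout, 1 cycle/sec over 180 s following compound pin transfer, in inducible HEK293 Trex D2 cells (force-coupled); dopamine controls included. Positive calcium responses during this window marked compounds as potential agonists.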
D1 potentiator – enhances dopamine response at the human D1 receptor. actives 0.036% (n = 360,000). HEK293 TREx D1 cells, calcium flux, dopamine EC20 potentiation. P21728. potentiation, % at 10 µM; in the data active = potentiation above about 30%; also: 0% is about no effect
D1 antag – blocks dopamine activation of the human D1 receptor; actives 3.2% (n = 360,000); HEK293 TREx D1 cells, calcium flux, dopamine EC80; hits give low values; AID 504652; activity change, negative = inhibition, % at 10 µM; in the data active = activity change below about -30%; also: % is scaled to controls: 0 for no effect and ±100 for the full control effect
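Kinetic fluorescence of a calcium dye serves as the read-out. D1-expressing Hek293 Trex cells, induced overnight at 30 C, are exposed to compound for 180 s before an EC80 dopamine addition, then read 180 s further.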
D2 antagonist – antagonists of human D2 dopamine receptor; P14416; inhibition, % at 10 µM; HEK293 TREx D2 cells, calcium flux, dopamine EC80; actives 2% (n = 340,000); in the data active = inhibition above about 30%; also: 0% is about no effect
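Dopamine at EC80 is the agonist stimulus; test compounds precede it by 180 s. Calcium flux read kinetically in a force-coupled, inducible HEK293 T-REx D2 cell line.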
The depositor's hits bear a star. Rule as the data show it, unless noted: active = activation above about 30%; inactive = the rest.

How did COc1ccc(C2C(C#N)=C(N)N(c3cccnc3)C3=C2C(=O)CC(C)(C)C3)cc1OC (stereo not drawn) do in these assays?
TRHR agonist: -0.2; D1 agonist: 5; TRHR enhancer: 1; D2 PAM: 5; RXFP1 antag: -14; D2 ag: 3.7; D1 potentiator: 0; D1 antag: 8; D2 antagonist: 3

How did O=C(NCCCN1CCN(c2ccccc2F)CC1)c1ccc2nc(N3CCCCC3)sc2c1 do in these assays?
TRHR agonist: -0.7; D1 agonist: 8; TRHR enhancer: -1; D2 PAM: -13; D1 potentiator: -4; D1 antag: -19

What do the screens show for `CC(=O)c1ccc(N2CCN(C(=O)c3ccc(C(=O)c4ccccc4)cc3)CC2)cc1`?
TRHR agonist: -0.7; D1 agonist: 1; TRHR enhancer: -10; D2 PAM: -7; RXFP1 antag: -4; D2 ag: 0.6; D1 potentiator: -5; D1 antag: -20; D2 antagonist: -1

Results for COc1ccc(Br)cc1CNC(=O)CCCn1c(=O)c2cccn2c2cccnc21 ?
TRHR agonist: 0.2; D1 agonist: 3; TRHR enhancer: -9; D2 PAM: 5; RXFP1 antag: -7; D2 ag: 0.4; D1 potentiator: -2; D1 antag: 8

What do the screens show for `COc1ccc(N(CC(=O)NC2CCCC2)C(=O)Cn2nnc(-c3ccc(C)cc3)n2)cc1`?
TRHR agonist: -0.5; D1 agonist: 2; TRHR enhancer: 5; RXFP1 antag: 4; D1 potentiator: 3; D1 antag: 13

How did CC(=O)c1ccc(-n2cc(-c3ccc(C(C)(C)C)cc3)[n+]3c2SCCC3)cc1 do in these assays?
TRHR agonist: 0.2; D1 agonist: 2; TRHR enhancer: 1; D2 PAM: -9; RXFP1 antag: -20; D2 ag: -0.8; D1 potentiator: -1; D1 antag: 7; D2 antagonist: 2

How did COc1ccc(N2CCN(CC(=O)NC(=O)NC(C)(C)C)CC2)cc1 do in these assays?
TRHR agonist: 0.0; D1 agonist: 0; TRHR enhancer: 8; RXFP1 antag: -11; D1 potentiator: -8; D1 antag: -13

What do the screens show for `O=C1CCCc2oc3c(c21)CCCC3`?
TRHR agonist: -0.6; D1 agonist: -1; TRHR enhancer: -1; D2 PAM: -4; RXFP1 antag: -19; D2 ag: -0.2; D1 potentiator: 2; D1 antag: 1; D2 antagonist: 21

Results for CCOc1ccc2[nH]c(=O)c(CN(C(=O)N3CCOCC3)C3CC3)cc2c1 ?
TRHR agonist: -1.1; D1 agonist: 2; TRHR enhancer: 5; D2 PAM: 5; D2 ag: 0.5; D1 potentiator: -7; D1 antag: -2; D2 antagonist: 3

Results for O=C1C2C3C=CC(C3)C2C(=O)N1c1cccc(-c2nc3ccccc3o2)c1 (stereo not drawn) ?
TRHR agonist: -0.6; D1 agonist: 0; TRHR enhancer: 4; D2 PAM: -7; RXFP1 antag: -1; D2 ag: 0.1; D1 potentiator: -4; D1 antag: 4; D2 antagonist: -16

Results for Cc1cc(OCC(=O)N2CCC(O)CC2)c2c(C)cc(=O)oc2c1 ?
TRHR agonist: 0.6; D1 agonist: 2; TRHR enhancer: 6; D2 PAM: 4; RXFP1 antag: 25; D2 ag: 0.3; D1 potentiator: -4; D1 antag: 16; D2 antagonist: 22

Results for COc1ccc(Br)cc1CNC(=O)CCc1cn(Cc2ccc(C)cc2)c2ccccc12 ?
TRHR agonist: 0.5; D1 agonist: 4; TRHR enhancer: 3; D2 PAM: 2; RXFP1 antag: -3; D1 potentiator: 1; D1 antag: -10

Results for Cc1ccc(/C=N/NC(=O)CNC(=O)c2ccc(S(=O)(=O)N3CCCC3)cc2)o1 ?
TRHR agonist: -0.6; D1 agonist: 4; TRHR enhancer: -2; D2 PAM: -3; RXFP1 antag: 1; D2 ag: 1.9; D1 potentiator: 3; D1 antag: -9; D2 antagonist: -8

How did CCOC(=O)C1=C(CC)OC(N)=C(C#N)C1c1ccc(OC)c(C)c1OC (stereo not drawn) do in these assays?
TRHR agonist: 7.1; D1 agonist: 26; TRHR enhancer: -3; D2 PAM: -14; RXFP1 antag: 4; D2 ag: 10; D1 potentiator: -2; D1 antag: -8; D2 antagonist: 4

How did CCC(C(=O)Nc1cc(OC)ccc1OC)n1c(=O)c(C(F)(F)F)nc2ccccc21 (stereo not drawn) do in these assays?
TRHR agonist: 0.3; D1 agonist: 1; TRHR enhancer: -5; D2 PAM: -1; D2 ag: -0.1; D1 potentiator: 1; D1 antag: -24

What do the screens show for `O=c1[nH]ncc(N2CCN(Cc3ccccc3)CC2)c1Cl`?
TRHR agonist: 0.0; D1 agonist: 2; TRHR enhancer: -3; D2 PAM: 12; RXFP1 antag: 1; D2 ag: 0.4; D1 potentiator: -4; D1 antag: -17; D2 antagonist: 13

How did CC(C)(C)c1ccc(C2=NC(C)(C)N(CC(=O)Nc3ccc(F)c(F)c3)C2=O)cc1 do in these assays?
TRHR agonist: 0.8; D1 agonist: 9; TRHR enhancer: 0; D2 PAM: 6; RXFP1 antag: -22; D2 ag: -0.4; D1 potentiator: -2; D1 antag: -5

Results for CCN(CC)c1ccc(/C=N/Nc2nc(C)cc(C)n2)cc1 ?
TRHR agonist: -0.8; D1 agonist: 1; TRHR enhancer: -1; D2 PAM: -1; RXFP1 antag: -17; D2 ag: -0.2; D1 potentiator: 3; D1 antag: -15; D2 antagonist: 5

How did CCN(CC)S(=O)(=O)c1ccc(C(=O)N2CCCCC2)cc1 do in these assays?
TRHR agonist: 1.0; D1 agonist: 2; TRHR enhancer: 23; D2 PAM: 6; RXFP1 antag: 4; D2 ag: 0.5; D1 potentiator: -3; D1 antag: 0; D2 antagonist: 15

Results for CS(=O)(=O)Nc1ccc(-c2nc3ccccc3s2)cc1 ?
TRHR agonist: 0.5; D1 agonist: 6; TRHR enhancer: -4; D2 PAM: 0; RXFP1 antag: -9; D1 potentiator: -1; D1 antag: -18

Reprinted from the part before: 2 entries; new compounds follow.
How did CCN(CC)S(=O)(=O)c1ccc(C(=O)N2CCCCC2)cc1 do in these assays?
TRHR agonist: 1.0; D1 agonist: 2; TRHR enhancer: 23; D2 PAM: 6; RXFP1 antag: 4; D2 ag: 0.5; D1 potentiator: -3; D1 antag: 0; D2 antagonist: 15

Results for CS(=O)(=O)Nc1ccc(-c2nc3ccccc3s2)cc1 ?
TRHR agonist: 0.5; D1 agonist: 6; TRHR enhancer: -4; D2 PAM: 0; RXFP1 antag: -9; D1 potentiator: -1; D1 antag: -18

How did Cc1c(CC(Cl)(Cl)Cl)c2c(n1O)CC(C)(C)CC2=O do in these assays?
TRHR agonist: 0.6; D1 agonist: 26; TRHR enhancer: -5; D2 PAM: 12; RXFP1 antag: 5; D2 ag: -1.4; D1 potentiator: -3; D1 antag: -46*; D2 antagonist: -8

How did CC1(C)Cc2c(cnn2-c2ccc(F)cc2)C(NC(=O)CCN2CCCC2=O)C1 (stereo not drawn) do in these assays?
TRHR agonist: -0.2; D1 agonist: -1; TRHR enhancer: -2; D2 PAM: 7; RXFP1 antag: 24; D2 ag: 0.8; D1 potentiator: -3; D1 antag: -8; D2 antagonist: 2

How did CCCCN(C)CCCNC(=O)c1ccc2nc(N3CCCCC3)sc2c1 do in these assays?
TRHR agonist: -0.2; D1 agonist: 0; TRHR enhancer: 25; D2 PAM: -3; RXFP1 antag: -17; D2 ag: -0.1; D1 potentiator: -2; D1 antag: 12

What do the screens show for `O=C(Oc1ccc(C(=S)N2CCCCC2)cc1)c1ccccc1`?
TRHR agonist: -0.8; D1 agonist: 3; TRHR enhancer: 22; D2 PAM: -6; RXFP1 antag: inconclusive; D2 ag: 0.1; D1 potentiator: -5; D1 antag: -6; D2 antagonist: 6

How did CCc1nnc(NS(=O)(=O)c2ccc(NC(=O)c3cc4ccccc4oc3=O)cc2)s1 do in these assays?
TRHR agonist: 0.5; D1 agonist: 0; TRHR enhancer: 3; D2 PAM: 1; D2 ag: 1.4; D1 potentiator: 4; D1 antag: -7; D2 antagonist: -8

Results for COc1ccc2cc(-c3ccn[nH]3)ccc2c1 ?
TRHR agonist: 0.7; D1 agonist: 0; TRHR enhancer: 12; D2 PAM: 6; RXFP1 antag: -6; D2 ag: 0.5; D1 potentiator: 1; D1 antag: -4; D2 antagonist: -7

What do the screens show for `CCOc1ccc(S(=O)(=O)N2CCCCC2)cc1NS(=O)(=O)c1cccs1`?
TRHR agonist: 0.2; D1 agonist: 1; TRHR enhancer: 4; D2 PAM: -5; RXFP1 antag: 10; D2 ag: 0.4; D1 potentiator: -2; D1 antag: -2; D2 antagonist: 0

How did COc1cc(NC(=O)CN2CCN(c3ccccc3F)CC2)cc(OC)c1 do in these assays?
TRHR agonist: -0.5; D1 agonist: 5; TRHR enhancer: 2; D2 PAM: -20; RXFP1 antag: 1; D2 ag: 7.9; D1 potentiator: -2; D1 antag: -21; D2 antagonist: 15

How did Cc1nn(C)c(C)c1NC(=O)c1ccc(S(=O)(=O)N(C)C)cc1 do in these assays?
TRHR agonist: 0.0; D1 agonist: 2; TRHR enhancer: -2; D2 PAM: -3; RXFP1 antag: -7; D2 ag: -0.4; D1 potentiator: -6; D1 antag: 1; D2 antagonist: 13

How did CCOc1ccccc1NC(=O)CSc1nc(=O)n(CCN2CCOCC2)c2c1CCCC2 do in these assays?
TRHR agonist: -0.2; D1 agonist: 2; TRHR enhancer: -3; D2 PAM: -4; RXFP1 antag: -5; D2 ag: -0.8; D1 potentiator: -10; D1 antag: -12; D2 antagonist: 13

How did Cc1ccc(N(CC(=O)Nc2cccc(Cl)c2C)S(C)(=O)=O)cc1 do in these assays?
TRHR agonist: 0.4; D1 agonist: 1; TRHR enhancer: -1; D2 PAM: 6; RXFP1 antag: 2; D2 ag: 0.1; D1 potentiator: 1; D1 antag: 6; D2 antagonist: 4

Results for CCN(CC)S(=O)(=O)c1ccc2oc(C(=O)Nc3ccc(OC)cc3OC)c(C)c2c1 ?
TRHR agonist: -0.1; D1 agonist: 2; TRHR enhancer: 1; D2 PAM: 11; RXFP1 antag: -8; D2 ag: 0.7; D1 potentiator: 5; D1 antag: -7; D2 antagonist: -1

How did O=C(/C=C\c1ccc2c(c1)OCO2)NC1(C(=O)Nc2ccc3c(c2)OCCO3)CCCCC1 do in these assays?
TRHR agonist: -2.8; D1 agonist: 1; TRHR enhancer: 14; D2 PAM: 4; RXFP1 antag: -9; D2 ag: -1.1; D1 potentiator: 0; D1 antag: 24; D2 antagonist: -13

What do the screens show for `CCOC(=O)C1(Cc2ccccc2)CCN(Cc2cnn(C(C)C)c2)CC1`?
TRHR agonist: 0.4; D1 agonist: 0; TRHR enhancer: 4; D2 PAM: -4; RXFP1 antag: -7; D2 ag: -0.4; D1 potentiator: 0; D1 antag: -7; D2 antagonist: 2

How did CC1CCC(Nc2ncnc3onc(-c4ccc(Cl)cc4)c23)CC1 (stereo not drawn) do in these assays?
TRHR agonist: -0.5; D1 agonist: 1; TRHR enhancer: -4; D2 PAM: 6; D2 ag: -0.7; D1 potentiator: -2; D1 antag: 9

Results for COc1ccc(OC)c(CNC(=O)c2cc(=O)[nH]c3ccc(S(=O)(=O)N4CCCC4)cc23)c1 ?
TRHR agonist: -0.5; D1 agonist: 1; TRHR enhancer: -8; D2 PAM: -2; D2 ag: 3.5; D1 potentiator: -3; D1 antag: 14; D2 antagonist: 17
